Measles CPE – protection of cells from measles virus; Measles virus-infected cells, CPE protection, absorbance; protection (pct of control), % at 4 µM; hit rate 1.5% among 140,000; in the data active means protection mostly above about 24%, no sharp cut-off; inactive means mostly below about 26%; further: some compounds called inactive have numbers as strong as hits
GALR2 blocker – GALR2 (human) receptor antagonism; GALR2-expressing cells, antagonist mode; O43603; hit rate 0.39% among 140,000; inhibition, % at 4 µM; in the data active means inhibition above about 27%;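 further: cells stimulated with galanin 1-16 at roughly its EC80; 0% = agonist challenge control and 100% = basal control without agonist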
Target sequence (O43603 whole entry, looked up): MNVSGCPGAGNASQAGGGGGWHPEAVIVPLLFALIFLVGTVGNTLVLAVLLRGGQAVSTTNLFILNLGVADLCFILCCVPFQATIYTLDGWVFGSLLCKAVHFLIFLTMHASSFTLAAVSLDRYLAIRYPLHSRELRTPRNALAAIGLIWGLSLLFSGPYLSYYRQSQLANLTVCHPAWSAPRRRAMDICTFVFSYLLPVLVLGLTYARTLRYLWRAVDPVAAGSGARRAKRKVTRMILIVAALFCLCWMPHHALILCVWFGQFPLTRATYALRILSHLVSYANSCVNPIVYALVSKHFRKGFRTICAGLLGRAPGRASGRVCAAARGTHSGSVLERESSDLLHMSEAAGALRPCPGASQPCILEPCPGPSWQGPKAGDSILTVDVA
HCT116 bCat-KO – beta-catenin-lacking colon tumor cell growth suppression; HCT116 beta-catenin knockout viability, CellTiter-Glo, 60 h; stronger effect = lower value; viability, % at 10 µM; hit rate 1.5% among 140,000; AID 818;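 active means viability at or under a set limit, the compound median less 4 SD, cut at about 6% in these data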;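 further: 0% = Hyamine 1622 control at 20 µM and 100% = untreated cell control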
Yeast growth inh – yeast BB579 growth reduction in restrictive medium. S. cerevisiae BB579 growth, OD615, 48 h. inhibition, % at 10 µM. hit rate 0.51% among 140,000. AID 804;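 active means inhibition above a set limit, 3 SD over the mean compound inhibition, cut at about 44% in these data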; further: inactives centre near -24
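Detection: OD615 turbidity measurement; Material: Saccharomyces cerevisiae DeaD strain BB579, replicative lifespan model yeast; Timing: 48 h exposure, 30 °C; Doses: single 10 µM dose; Medium: CSMM-D restrictive synthetic medium containing dextrose (glucose); Controls: amphotericin B at 10 µg/mL as positive control.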
MRP-1 activ – MRP-1 activation. H69AR cells + doxorubicin, viability rescue, CellTiter-Glo. viability increase, % at 10 µM. hit rate 0.61% among 140,000;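 active means viability gain under doxorubicin at or above a set limit, the compound median plus 3 SD, cut at about 4.7% in these data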;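 further: MRP-1 overexpressing cells given doxorubicin 25 µM after compound pretreatment; 18-22 h compound pretreatment then 72 h with doxorubicin before readout; 0% = doxorubicin-only wells and 100% = vehicle-treated cells without doxorubicin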
Phagocyt inh – blocks phagocytosis by macrophages | J774A.1 macrophage IgG-bead phagocytosis, imaging | inhibition, % at 5 µM | hit rate 0.07% among 110,000 | AID 1029;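 active means inhibition above the mean of the plate negative controls plus 5 SD, cut at about 13% in these data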;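 further: phagocytic index as fraction of beads internalized from green versus red external bead signal; plate controls were DMSO negative control for no effect and cytochalasin-D positive control for full effect; some results beyond the cut were filed as inactive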
HCT116 PTEN-null – suppresses growth of cells with PTEN deletion. viability, % at 10 µM. AID 827. HCT116 PTEN-null viability, CellTiter-Glo, 60 h; stronger effect = lower value. hit rate 1.2% among 140,000;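 active means viability at or below a set limit, 4 SD under the median of all tested compounds, cut at about 3.7% in these data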;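 further: PTEN knockout HCT116 line with beta catenin targeted HCT116 as companion control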
E-sel TNF inh – blocks E-selectin expression induced by TNF alpha; HUVEC TNFa-induced E-selectin immunofluorescence, high content; hit rate 0.71% among 120,000; inhibition, % at 2 µM;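 active means inhibition above the batch mean plus 3 SD, and confirmed as a hit on visual image review, cut at about 43% in these data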;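 further: 0% = TNF-stimulated DMSO wells and 100% = unstimulated control wells; not every result past the cut was called active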
NPY-Y2 antag – blocks the human neuropeptide Y Y2 receptor. AID 793. P49146. NPY-Y2 expressing cells, antagonist mode. hit rate 0.99% among 140,000. inhibition, % at 2.7 µM; in the data active means inhibition above about 17%;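 further: 0% = vehicle with agonist challenge and 100% = reference antagonist with challenge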
Target sequence (P49146 whole entry, looked up): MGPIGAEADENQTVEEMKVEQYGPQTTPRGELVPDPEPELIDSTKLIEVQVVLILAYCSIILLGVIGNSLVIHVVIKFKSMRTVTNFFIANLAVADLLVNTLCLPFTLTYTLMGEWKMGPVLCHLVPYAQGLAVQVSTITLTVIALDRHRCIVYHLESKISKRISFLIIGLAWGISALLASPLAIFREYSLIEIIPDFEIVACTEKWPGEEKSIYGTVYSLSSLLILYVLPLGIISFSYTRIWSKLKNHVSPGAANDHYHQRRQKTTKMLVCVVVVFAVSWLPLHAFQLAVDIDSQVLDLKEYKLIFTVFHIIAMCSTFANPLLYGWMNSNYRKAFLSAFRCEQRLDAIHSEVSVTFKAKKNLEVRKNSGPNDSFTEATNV
Yeast life ext – extends the lifespan of yeast | inhibition of the nicotinamide effect, % at 10 µM | S. cerevisiae growth with nicotinamide, OD615; deaD strain in restrictive glucose medium | hit rate 0.68% among 130,000 | AID 775;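 active means inhibition above a set limit, placed 3 SD over the median of all compounds, cut at about 26% in these data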;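 further: 0% = nicotinamide-treated wells and 100% = cells grown without nicotinamide; some compounds called inactive have numbers as strong as hits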
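Assay system: DeaD-strain S. cerevisiae. Medium: CSMM-D glucose medium, restrictive. Reagent: nicotinamide, 1.5 mM, co-present with compound. Compound: 10 µM single point, 0.25% DMSO. Schedule: culture preincubation 4 h, compound exposure 48 h, both 30 °C. Detection: absorbance at 615 nm.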
* = called active by the depositor; x = not tested or not shown.

SMILES	Measles CPE	GALR2 blocker	HCT116 bCat-KO	Yeast growth inh	MRP-1 activ	Phagocyt inh	HCT116 PTEN-null	E-sel TNF inh	NPY-Y2 antag	Yeast life ext
O=C(COc1ccc(C(=O)c2ccccc2)cc1)NC1CCCCC1	20.8	-0.2	47.4	-29.4	-0.7	x	55.7	-12.6	4.7	0.7
COc1cccc(NS(=O)(=O)c2cc(C)ccc2OC)c1	11.4	5.3	99.8	15.6	-1.1	2.9	100.3	-10.3	2.4	10.3
O=C(O)c1ccc(COc2c(F)c(F)c(F)c(F)c2F)o1	9.1	4.7	93.0	-25.9	-2.5	x	95.9	-40.8	6.7	-6.1
COC(=O)c1nn(-c2ccccc2)c(-c2ccccc2)c1C(=O)c1ccccc1	23.4	-0.9	70.2	-39.0	-2.6	x	68.2	-26.0	4.2	-4.6
Cc1ccc2c(C(=O)CN3CCC4(CC3)OCCO4)c(C)[nH]c2c1	40.1	9.9	78.0	-21.8	-3.3	1.3	78.5	15.9	2.5	-24.3
Cc1ccc(CN2C3=NCCCN3c3ccccc32)cc1	16.0	-1.2	65.2	-8.2	-2.1	-1.5	63.2	2.1	9.2	-0.3
CCC(=O)Nc1ccccc1C(=O)N1CCCC1	17.0	-0.1	104.7	-60.5	0.4	x	100.9	8.4	-3.1	-4.9
Fc1ccc(CNCc2ccccc2C(F)(F)F)cc1	10.4	-1.7	110.4	-44.2	-0.3	-4.4	108.0	9.4	5.9	3.7
COc1ccccc1NC(=O)c1c(NC(=O)c2ccco2)sc2c1CCC2	14.3	-1.0	54.3	-24.9	-1.6	x	56.6	-3.4	2.5	-19.9
NNC(=O)C1CCCn2c1nc1sc3c(c1c2=O)CCCC3 (centres undefined)	26.1	-3.9	83.9	-25.6	-2.4	-0.4	92.6	18.8	0.2	-4.1
Cc1ccc(SCC(=O)c2c(C)[nH]c3ccccc23)cc1	40.6*	2.5	82.1	-27.8	-0.2	-7.4	101.1	x	-0.1	2.4
CC(=O)Nc1ccc(/C(C)=N/NS(=O)(=O)c2ccc(C)cc2)cc1	7.2	3.8	97.8	-20.8	-2.1	x	97.7	5.0	2.0	-2.9
CC(C)c1nc(N2CCOCC2)c(C#N)c2c1COC(C)(C)C2	9.5	-14.4	81.5	-21.2	0.3	0.0	78.4	x	1.3	-2.3
CSc1ccc(/C=C/C(=O)c2ccc(NC(C)=O)cc2)cc1	32.0	7.0	94.6	-54.1	-2.1	-0.6	105.0	11.8	-0.3	-10.2
CCOC(=O)N1CCN(C(=O)c2ccc(NC(C)=O)cc2)CC1	1.3	9.0	96.0	-33.1	-2.5	x	96.3	7.7	3.4	-13.9
O=C(CN1CCN(C(=S)NC2CCCC2)CC1)Nc1ccc(Oc2ccccc2)cc1	16.1	-16.7	46.1	-25.5	-3.4	5.5	30.3	-26.0	-3.4	0.4
CC(=O)Nc1ccc(Cl)cc1C(=O)O	7.6	-6.7	88.3	-5.8	-0.6	-5.3	88.0	-27.0	3.5	-16.5
Cc1ccc(NC(=O)N2CCC(c3nc4c(nnn4Cc4c(F)cccc4Cl)c(=O)[nH]3)CC2)cc1	2.9	-1.6	91.4	-47.7	-2.1	-0.9	77.8	-2.7	-2.9	-9.7
CC(OC(=O)CNC(=O)C12CC3CC(CC(C3)C1)C2)C(=O)Nc1ccc(N2CCOCC2)cc1 (centres undefined)	5.7	-7.0	108.0	0.9	-2.2	-2.7	104.7	-3.5	-0.9	-7.8
CC(C)CC(NC(=O)C(NC(=O)OC(C)(C)C)C(C)C)C(=O)NC(CCC(=O)OCc1ccccc1)C(N)=O (centres undefined)	3.6	0.0	95.1	-57.5	1.1	x	95.3	-18.6	5.5	x
CC(C)c1ccc(NC(=O)c2ccc(Br)o2)cc1	15.1	6.6	86.7	9.3	-3.4	x	79.8	5.5	1.5	x
COc1ccccc1Nc1ncc(-c2cccs2)s1	13.5	6.0	86.9	-37.6	-5.2	4.0	79.9	x	-0.6	-11.4
Cc1nn(-c2ccc(F)cc2)c2sc(C(=O)OCC(=O)N3CCC(C)CC3)cc12	3.4	2.7	85.6	-31.6	3.9	-0.3	75.5	-29.0	4.3	-10.7
CCN(CCCNC(=O)CCNC(=O)Cn1cnc2ccccc2c1=O)c1cccc(C)c1	4.1	-6.8	83.0	-23.9	-1.3	-0.6	90.5	x	1.6	-3.6
C/C=C/c1ccc(OC)c(OC(C)=O)c1	17.0	17.8	90.3	-45.3	-1.8	-0.6	92.0	-24.5	3.6	x
CC(=O)N1c2ccccc2NC2=C(C(=O)CCC2)C1c1cccnc1 (centres undefined)	15.0	1.0	95.4	-41.2	-2.9	-0.6	104.7	26.3	2.1	2.3
CC(=O)c1cccc(NS(=O)(=O)c2ccc(N/C=C\C(=O)c3ccc(C)cc3)cc2)c1	11.4	10.4	91.8	-37.2	-0.4	2.3	84.6	1.5	1.7	-11.2
CCn1c(-c2ccc(F)cc2)n[nH]c1=S	7.2	-3.3	88.8	-73.6	0.4	-1.1	96.9	13.9	1.9	-15.7
CCOC(=O)CSC1=NC(=O)/C(=C\c2ccc(OC(C)=O)cc2)S1	0.1	7.7	95.4	-9.0	-3.1	x	93.0	14.7	1.9	35.0
O=C(N/N=C/c1cn(Cc2ccccc2)c2ccccc12)c1cccnc1	21.6	17.3	49.6	-21.0	-0.2	-4.5	45.4	x	1.9	-2.3
CCOC(=O)C1CCCN(C(=O)c2ccc(CNc3c(N4CCC(C)CC4)c(=O)c3=O)cc2)C1 (centres undefined)	6.3	3.4	79.9	-27.0	-1.7	-0.5	81.0	22.4	7.2	-11.9
CCCc1nc(SCC(=O)NNC(=O)C2CCCCC2)c2ccccc2n1	6.2	0.1	87.5	-27.3	-3.9	x	97.0	-12.5	-1.1	-18.3
CCOC(=O)c1[nH]c2ccc(OC)cc2c1NC(=O)OC	10.2	-6.8	81.0	-10.7	-1.0	-0.7	83.7	x	0.2	-20.9
COC(=O)c1sc(NC(=O)COc2ccccc2OC)nc1C	4.4	-1.0	102.2	-28.9	0.4	-0.5	94.4	5.0	4.4	-15.3
CC(C)Cc1ccc(/C=C/C(=O)NC2CC2)cc1	7.3	4.5	95.3	-41.2	0.9	x	97.1	x	-1.2	5.5
Cc1ccc(-n2[nH]c3c4c(ccc3c2=O)C(=O)c2ccccc2C4=O)cc1	26.3	7.0	104.3	14.9	0.0	-6.5	105.3	-9.6	2.6	-4.7
O=C(O/N=C/C1=C(Cl)c2ccccc2CC1)c1ccc(F)cc1	1.5	-1.8	103.3	-14.2	2.4	0.4	96.6	-2.1	-2.2	7.5
COc1cccc(Nc2nc(-c3sc(NC(=O)c4ccco4)nc3C)cs2)c1	1.3	3.2	33.3	-24.1	-2.1	x	32.2	-4.1	0.0	-11.0
CCc1ccc(Nc2nc(N)nc(CSc3nnnn3-c3ccccc3)n2)cc1	4.5	1.1	86.1	-12.0	-3.3	-4.5	84.0	13.1	4.8	-7.7
Cc1cccc(NC(=O)c2cc(Cl)sc2Cl)c1C	9.7	-8.1	93.3	-27.5	2.0	-1.0	101.5	22.8	-0.3	0.9
C=CCNC(=S)N1CCN(CCN=CC2=C(O)CC(c3cccs3)CC2=O)CC1 (centres undefined)	32.6	-1.3	80.3	-12.4	-0.6	2.8	82.5	6.7	4.4	9.3
CCOC(=O)c1ccccc1NC1OC(=O)c2ccccc21 (centres undefined)	3.3	-5.0	104.4	-14.4	-2.3	-0.4	93.0	-6.9	-1.3	-18.2
O=C(N/C(=C/c1ccc(Cl)cc1)c1nc2ccccc2[nH]1)c1ccco1	17.7	4.8	76.7	-4.4	1.1	-3.6	74.2	8.0	1.7	-13.5
COc1ccc(-c2occ(C(=O)O)c2C(=O)O)cc1	7.7	-10.7	93.5	17.4	-0.5	2.8	95.3	34.0	0.3	-8.7
CC(C)CC(=O)Nc1ccc(OCC(=O)O)cc1	8.8	3.7	105.8	-17.7	-0.3	-1.2	100.6	x	-0.7	-7.8
COc1ccc(/C=N/Nc2nnc(-c3ccccc3)c(=O)[nH]2)cc1	6.3	2.9	4.5*	-22.7	-4.3	-2.7	2.9*	-27.0	4.7	-1.1
Cc1ccc(NC(=O)COC(=O)CCC(=O)c2cccs2)cc1	4.7	10.8	93.8	-55.7	0.0	-5.0	96.8	x	0.7	-2.2
Nc1nc(Cn2nnc(-c3ccccc3Cl)n2)nc(N2CCOCC2)n1	18.7	15.2	92.5	-77.3	-1.6	0.1	106.8	8.9	2.1	-10.2
CN(/N=C/c1cccnc1)C1=NS(=O)(=O)c2ccccc21	2.7	-4.5	91.8	-20.9	-0.9	-8.7	100.8	x	1.0	-3.8
O=C(CN1CCN(S(=O)(=O)c2ccc(Br)cc2)CC1)Nc1ccccc1C(=O)c1ccccc1	15.9	-5.6	73.7	-26.8	-2.4	3.6	64.5	x	0.2	-2.1
CCCC(=O)Nc1nc2ccc(OCC)cc2s1	7.6	8.0	91.7	-7.7	1.0	0.5	99.7	x	5.5	-9.7
O=C(N/N=C1\CCc2ccccc21)c1ccccc1Cl	2.9	8.6	94.9	-3.2	2.3	-5.5	92.2	x	1.3	3.1
COC(=O)c1[nH]c2ccccc2c1NC(=O)Oc1ccccc1	22.7	9.7	86.8	9.4	-0.3	-0.6	103.6	-21.2	0.2	-4.1
O=C(OC(C(=O)Nc1ccc(Cl)cc1C(F)(F)F)c1ccccc1)c1c(Cl)cccc1Cl (centres undefined)	21.4	-10.8	78.5	-25.5	-2.9	-12.7	68.1	x	0.9	-2.6
CC1CN(c2nnnn2-c2ccccc2)CC(C)O1 (centres undefined)	3.0	4.5	87.6	5.8	-1.3	-0.2	80.5	4.0	2.0	14.2
CCOCCCNC(=O)C(NC(=O)c1ccc2c(c1)OCO2)c1ccc(OC)cc1 (centres undefined)	12.5	6.5	94.0	-9.2	-3.2	-0.2	95.0	x	2.0	-1.6
O=C(Cn1[nH]c(=O)c2ccccc2c1=O)NC1CCN(Cc2ccccc2)CC1	x	1.7	77.6	-62.6	-0.2	-0.8	88.0	-65.5	4.4	-1.2
CC(C)C(=O)Nc1ccc(C(=O)NN2C(=O)c3ccccc3C2=O)cc1	11.3	15.8	104.1	-11.7	0.5	-7.2	107.1	x	0.6	5.8
CCOC(=O)CCCNS(=O)(=O)c1c(C)ccc2nsnc12	14.7	-0.9	89.1	-35.0	-2.6	x	87.6	-22.3	3.1	-2.7
CCOc1cc(/C=N/O)ccc1OCc1ccc(C)cc1	14.5	13.7	78.2	-40.4	-3.8	x	76.1	-0.7	4.3	-3.9
Cc1ccc(S(=O)(=O)N(c2ccccc2)C2CCS(=O)(=O)C2)cc1 (centres undefined)	1.4	6.5	109.0	-0.8	-0.4	-0.7	104.3	5.8	5.2	-3.5

Compound activity from PubChem.
